XIAP displacement – XIAP antagonists, biochemical, IAP family, fluorescence polarization (AID 1018); E3 ubiquitin-protein ligase XIAP (Homo sapiens); XIAP BIR domain, fluorescence polarization peptide displacement; higher % means a stronger effect; displacement, % at 20 µM; hits with a dose series show IC50 in µM; hit rate 0.007% among 200,000; in the data active = displacement above about 50%; also: a part of the inactive calls stands beside numbers as strong as those of hits
Dynein transport – inhibitors of GR-EGFP nuclear translocation, primary screen, dynein cargo transport inhibitor project, imaging, high-content, 3617.4 mouse cells | hit rate 0.47% among 220,000 | test concentration mostly 20 µM; stimulated with dexamethasone, 1 µM; active compounds read low | z-score, hits read low;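 active = plate z-score of nuclear minus cytoplasmic receptor signal below a set negative limit, without overly bright fluorescence or cell loss, cut at about -3.5 in these data, passing the limit was not always enough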;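 also: z-score of nuclear minus cytoplasmic ring GR-EGFP intensity difference per well; some compounds called inactive have numbers as strong as hits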
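Also added: dexamethasone, 1.0 µM final. Medium: tet-free, stripped-serum medium. Detection: fixed, Hoechst-stained cells imaged at 10x for EGFP. Read-out: nuclear-to-cytoplasmic GR-EGFP distribution per well. Times: induction 48 h, compound 1 h, agonist 30 min.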
MT stabilize HCS – microtubule stabilizers in HeLa cells, primary screen, imaging, high-content imaging; HeLa tubulin immunostaining HCS, 24 h; share of cells brighter than vehicle mean+2SD; % tubulin-high responders, % at 10 µM; hit rate 0.83% among 200,000;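 active = plate Z-score above 3 for both tubulin-high and condensed-nucleus cell shares, with cell loss under 80%, at 10 µM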;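 also: anti alpha tubulin signal scored within the nucleus-defined area of each cell; some results filed as inactive read as strong as hits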
Autophagy mod – autophagy modulators in MEF cells, primary screen, imaging, high-content, MEF GFP-LC3; hit rate 0.98% among 190,000; AID 463193, 2010; calls only at 10 µM (by protocol); MEF GFP-LC3 puncta imaging; test concentration mostly 10 µM;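 active = percentage of spot-positive cells more than 3 SD above its plate mean, without a fluorescence outlier flag or 80% toxicity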;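 also: spot-positive cell cutoff set from DMSO-treated cells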
CSM14.1 death rescue – rescue of cells from ER stress-induced death, primary screen, 384-well, CSM14.1, thapsigargin, ATP luminescence (AID 1222); one-dose cellular ATP content (survival), % at 20 µM; EC50 in µM for titrated hits; 190,000 tested, under 10 active; CSM14.1 thapsigargin-induced death rescue, ATP luminescence; higher % means a stronger effect;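 active = EC50 below 50 µM in the dose-response confirmation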;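 also: death triggered by thapsigargin at about 15 µM added after 2 h compound pretreatment; cell ATP read after overnight thapsigargin exposure of roughly 18 to 22 hours; normalized against plate controls of thapsigargin alone and 5% DMSO vehicle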
b-catenin transl – modulators of beta-catenin nuclear translocation, primary screen, imaging, HeLa cells, immunofluorescence, high-content | hit rate 0.3% among 190,000 | nuclear translocation activity, % at 5 µM;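 active = nuclear translocation activity above 50% at 5 µM, with a well cell count of 50 or more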;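 also: per-cell ratio of nuclear to cytoplasmic median beta-catenin stain intensity; plate controls were DMSO negative control for no effect and GSK-3 inhibitor IX positive control for full effect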
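Test system: human HeLa cells, endogenous beta-catenin. Times: 24 h compound exposure, 37°C. Measured by: beta-catenin immunofluorescence imaging with DAPI.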
WT yeast gro inh – growth inhibition of WT strain, primary screen, mitochondrial fusion inhibitor project, WT and mutant strains, chemical genetic; mitochondrial fusion phenotypic screen; inhibition, % at 10 µM; hit rate 2.1% among 190,000; AID 1362, 2008; in the data active = inhibition above about 58%; tested in S. cerevisiae
Ins promoter up – insulin promoter activators in MIN6 cells, imaging, high-content screening, mouse beta cells; hit rate 0.3% among 190,000; z-score at 5 µM; AID 1625, 2009; MIN6 insulin promoter-GFP reporter; active compounds read high;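 active = z-score above 3 at 5 µM with at least 500 cells counted in the well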
Hep lipid drop – inhibitors of hepatocyte lipid droplet formation, primary screen, imaging, high-throughput imaging, BODIPY stain; AML12 mouse hepatocytes, oleate lipid droplets; inhibition, % at 6.5 µM; hit rate 0.4% among 240,000; AID 1656, 2009;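 active = lipid droplet intensity inhibited by at least 50%, with more than 500 cells counted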
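Material – AML12 mouse liver cells · Also added – oleate loading, 100 µM · Compound dosing – 6.5 µM single-point dosing · Times – overnight treatment with compound plus oleate · Measured by – fluorescence imaging, 20x objective, two fields per well · Read-out – percent inhibition of filter-corrected integrated lipid droplet intensity per well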
WT yeast gro inh mutant strain – also measured in WT yeast gro inh; calls as there; inhibition, %; mitochondrial fusion phenotypic screen, mutant strain inhibition
Dynein transport cytoplasmic EGFP – also measured in Dynein transport; calls as there; z-score; measured here: cytoplasmic GR-EGFP intensity; active compounds read high
Dynein transport nuclear GR-EGFP – also measured in Dynein transport; calls as there; z-score; measured here: nuclear GR-EGFP intensity;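 lower value marks the stronger effect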
Dynein transport cell count – also measured in Dynein transport; calls as there; z-score; measured here: cell count per field
Ins promoter up cell count – recorded beside Ins promoter up, whose call it bears; cell count; measured here: cytotoxicity, nuclei count;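 total cells summed across four imaged fields per well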
Hep lipid drop cells 6.5 µM – recorded beside Hep lipid drop, whose call it bears; cell count; measured here: cell count, cytotoxicity flag;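 cells counted across two imaged fields per well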
b-catenin transl cell count 5 µM – also measured in b-catenin transl; calls as there; cell count; measured here: cell count, cytotoxicity flag
MT stabilize HCS Hoechst-high % – recorded beside MT stabilize HCS, whose call it bears; % Hoechst-high responders; measured here: nuclear condensation Hoechst responders;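 share of cells brighter than vehicle mean plus two SD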
MT stabilize HCS cytotoxicity % – further read-out of MT stabilize HCS, marked with its call; toxicity, %; measured here: cytotoxicity by cell density;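 0% = mean cell density of plate MIN control wells and 100% = no cells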
Autophagy mod cell loss 18 h – recorded beside Autophagy mod, whose call it bears; toxicity, %; measured here: cell loss, nuclei count;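 cell loss after 18 h compound exposure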
Numbers without * were called inactive; i = inactive; nt = no result given.

SMILES	XIAP displacement	Dynein transport	Dynein transport cytoplasmic EGFP	Dynein transport nuclear GR-EGFP	Dynein transport cell count	MT stabilize HCS	MT stabilize HCS Hoechst-high %	MT stabilize HCS cytotoxicity %	Autophagy mod	Autophagy mod cell loss 18 h	CSM14.1 death rescue	b-catenin transl	b-catenin transl cell count 5 µM	WT yeast gro inh	WT yeast gro inh mutant strain	Ins promoter up	Ins promoter up cell count	Hep lipid drop	Hep lipid drop cells 6.5 µM
CC(C)(C)C(=O)N1CCN(c2c(Cl)cccc2[N+](=O)[O-])CC1	-2.0%	-0.18	-0.056	-0.34	0.5	2.1	2.4	5.3	i	26	2.8%	0.3	1018	13	1	0.21	1862	-6	591
COc1ccc(-c2cc(C(F)(F)F)nc(NC3CCCC3)n2)cc1OC	-4.6%	0.052	-0.29	0.078	0.43	3.8	2.2	3.1	i	2	-0.6%	2.0	1460	nt	nt	0.24	1523	nt	nt
COc1cc(C2=NOC(C(=O)NC3CCCCC3)C2)cc(OC)c1OC (stereo not drawn)	-22%	0.4	-0.27	0.45	-0.21	4.1	2.4	7.1	i	-1	-1.7%	2.3	1365	12	8	-0.37	1184	nt	nt
O=C(COC(=O)c1cn(-c2ccccc2)nc1-c1ccccc1)Nc1ncc(Cl)cc1Cl	nt	0.35	0.23	0.93	-2.4	nt	nt	nt	nt	nt	nt	0.7	1309	nt	nt	-0.7	1081	-3	648
COc1ccc(OC)c(NC(=O)Nc2cc(NC(=O)Nc3cc(OC)ccc3OC)c(C)nc2C)c1	-8.0%	0.53	-0.057	1.6	-1.2	2.8	1.7	4.2	i	3	-4.7%	-0.3	1005	0	-1	nt	nt	0	659
CCOC(=O)CCSc1nc(C(C)(C)C)cc(C(F)(F)F)c1C#N	-1.4%	1.3	-0.12	0.93	-0.92	2.7	1.7	4.3	i	-6	-2.3%	0.3	536	18	6	nt	nt	-5	770
CCN(CC)S(=O)(=O)c1ccc2c(c1)nc(CCC(=O)Nc1ccc3c(c1)OCO3)n2CC	-1.7%	-0.4	-0.3	-0.62	0.83	4.3	1.0	3.3	i	1	-1.4%	2.6	986	6	4	-0.2	1378	4	588
Cc1ccc(Nc2nc(N)c(C#N)c(CC#N)c2C#N)cc1	-5.0%	1	-0.27	1.3	-1.8	3.6	1.7	8.9	i	2	-1.5%	-2.3	1089	13	1	0.44	1588	13	655
COc1ccc(Oc2c(C)nc(SCC(=O)c3ccc(Cl)cc3)[nH]c2=O)cc1	nt	-0.31	-0.23	0.38	0.58	nt	nt	nt	nt	nt	nt	-0.6	1317	nt	nt	-0.38	1101	5	710
OCCC1CN(Cc2ccon2)CCN1Cc1ccccc1 (stereo not drawn)	-6.5%	-0.0058	-0.13	0.54	-0.47	1.6	1.5	4.2	i	1	-0.7%	0.2	942	5	-7	-0.42	1500	-2	711
Cc1ccc(CN2CCN(Cc3cc(=O)c4ccccc4[nH]3)CC2CCO)o1 (stereo not drawn)	-8.9%	-0.36	-0.37	-0.1	0.23	3.9	1.7	11	i	-12	1.0%	-0.9	994	-9	-10	-0.2	1435	4	735
CC1CC(C)CN(S(=O)(=O)c2ccc(C(=O)NCc3ccco3)cc2)C1 (stereo not drawn)	-1.4%	-0.57	-0.26	0.47	0.00056	1.6	1.6	7.0	i	9	0.9%	-0.3	1046	22	2	-0.07	1254	12	752
NC(=O)C1CCN(C(=O)C2c3ccccc3C(=O)N3CCc4ccccc4C23)CC1 (stereo not drawn)	-4.8%	-0.1	-0.2	0.046	0.093	2.0	2.0	8.0	i	-18	-1.9%	-1.5	796	-2	5	-0.14	1173	nt	nt
CCCn1cc(NC(=O)c2cc3n(n2)C(C(F)(F)F)CC(c2ccccc2)N3)cn1 (stereo not drawn)	-0.6%	1.2	-0.21	0.49	0.76	2.5	2.4	4.8	i	7	-2.8%	nt	nt	-9	-53	nt	nt	-14	693
O=C(c1ccccc1F)N1CCN(C2CCC(c3ccccc3)CC2)CC1 (stereo not drawn)	-2.3%	-0.33	0.062	0.18	0.67	nt	nt	nt	i	-13	2.1%	1.1	1622	-57	11	nt	nt	8	702
O=C(Cn1cnc2ccccc2c1=O)NCC(=O)N1CCN(c2ccccn2)CC1	0.9%	-1	-0.22	-0.24	0.7	2.1	1.4	3.6	i	1	2.1%	-0.2	1055	3	-2	-0.75	1170	4	775
O=S(=O)(c1ccc(Cl)cc1)N(CCCN1CCOCC1)Cc1cccs1	-5.0%	0.15	-0.26	-0.012	-0.17	2.0	2.2	6.1	i	0	-1.1%	-1.2	1112	5	30	0.33	1122	-17	723
Cc1cccc(/N=C/c2c(O)cc(C)oc2=O)n1	-6.0%	-0.93	-0.29	0.14	0.66	3.4	2.2	6.8	i	14	nt	-0.8	1069	0	-1	-0.07	1235	-1	579
CC1CC(C)(C)NC(=S)N1CCCC(=O)NCc1ccccc1 (stereo not drawn)	-12%	-0.13	-0.23	0.27	0.03	4.2	1.8	5.4	i	-8	0.2%	-2.2	1016	-7	2	0.77	1145	2	692
Cc1cc(C)c(S(=O)(=O)NC2CCN(Cc3ccccc3)CC2)c(C)c1	nt	-0.66	-0.63	-0.56	-0.22	nt	nt	nt	nt	nt	nt	0.7	1448	nt	nt	-0.2	1121	0	721
O=[N+]([O-])c1ccc(-c2ccc(/C=N/O)o2)cc1	nt	0.55	-0.21	0.29	-0.068	nt	nt	nt	nt	nt	nt	0.8	1255	nt	nt	-0.04	859	-1	712
O=C(CCS(=O)(=O)c1ccc(Br)s1)NC1CCCCCC1	-0.5%	-0.88	-0.16	-0.44	0.39	1.8	2.0	8.7	i	5	0.2%	-0.5	1154	5	10	-0.42	1002	-8	820
COCC(=O)N1CCC(Oc2ccc(C(=O)NCCc3ccncc3)cc2)CC1	-4.4%	-0.62	0.0068	-0.23	1.2	1.5	1.6	7.8	i	-8	1.1%	-0.2	1470	-3	5	nt	nt	8	639
CC(C)(C)CN1CCNC(=O)C1CC(=O)NCc1cccc(-n2cccn2)c1 (stereo not drawn)	-12%	0.66	0.41	1.1	-1.3	2.3	1.6	8.9	i	40	-1.3%	-0.8	933	0	-12	0.47	1472	0	737
CCCN1C(=O)N(C)C(N(O)C(=O)NC)C1(C)C (stereo not drawn)	-2.9%	-0.057	-0.22	0.088	0.75	3.0	2.0	9.9	i	-4	-0.6%	0.3	1336	-3	14	0.13	1520	nt	nt

More structures.
SMILES	XIAP displacement	Dynein transport	Dynein transport cytoplasmic EGFP	Dynein transport nuclear GR-EGFP	Dynein transport cell count	MT stabilize HCS	MT stabilize HCS Hoechst-high %	MT stabilize HCS cytotoxicity %	Autophagy mod	Autophagy mod cell loss 18 h	CSM14.1 death rescue	b-catenin transl	b-catenin transl cell count 5 µM	WT yeast gro inh	WT yeast gro inh mutant strain	Ins promoter up	Ins promoter up cell count	Hep lipid drop	Hep lipid drop cells 6.5 µM
C/C=C(\CS(=O)(=O)c1ccccc1)S(=O)(=O)c1ccccc1	-7.1%	-3.6*	0.52*	-1.8*	-0.27*	3.6	2.4	3.4	i	3	-0.9%	-2.1	974	2	14	1.9	1077	-9	694
Cc1cc(Cl)ccc1OC(C)C(=O)Nc1ccc(S(=O)(=O)Nc2cnc3ccccc3n2)cc1 (stereo not drawn)	-1.4%	2	-0.14	1.4	-1	3.7	1.6	4.7	i	2	0.6%	-1.0	1399	8	1	0.42	1415	nt	nt
CC(=O)NC1(C(F)(F)F)NC(=O)N(CC(C)C)C1=O (stereo not drawn)	1.3%	0.61	-0.26	0.21	0.79	3.4	2.1	7.5	i	-2	-2.2%	-0.9	1157	-8	-4	nt	nt	10	659
CCOC(=O)CSc1nnc(Cn2nnc3ccccc32)n1-c1ccc(F)cc1	nt	-0.21	-0.17	-0.15	0.093	nt	nt	nt	nt	nt	nt	1.5	1283	nt	nt	0.93	1079	-11	734
CCOc1ncccc1C(=O)OCC(=O)Nc1ccc(C)c(S(=O)(=O)N2CCOCC2)c1	-9.2%	0.93	-0.19	0.41	-0.29	4.2	1.7	3.2	i	3	1.4%	0.0	1130	-10	-8	0.01	1566	-4	579
COc1cc(NC(=S)N2CCCC(CO)C2)cc(OC)c1 (stereo not drawn)	-2.3%	1.5	0.024	1.2	-1.7	4.2	1.1	0.6	i	-14	0.0%	-2.1	1094	4	9	0.59	1537	14	715
Cc1ccc(/C=C(\C#N)C(=O)Nc2ccccn2)o1	-1.6%	-0.47	-0.2	0.44	0.04	6.1	1.9	6.9	i	9	-2.8%	-0.6	1485	14	6	-0.1	1489	4	692
N=c1ccn(Cc2cccc(F)c2)cc1	nt	0.4	-0.25	0.6	0.28	nt	nt	nt	nt	nt	nt	2.0	1322	nt	nt	0.25	1045	9	748
S=C(NCC1CCCO1)N1CCN(c2nc(-c3ccccc3)cs2)CC1 (stereo not drawn)	-5.9%	-0.7	-0.32	-0.14	0.56	3.1	1.8	5.5	i	-6	4.7%	-1.4	1084	5	-22	-0.49	1415	1	641

Bioassay records (PubChem BioAssay)

Hits appear at their usual frequency; 4% or so of the library scored in one or more.
